# Source: PubChem
# IDH1 R132H inh = inhibitors of human mutant IDH1 R132H; IDH1-R132H enzyme, NADPH consumption, diaphorase/resazurin fluorescence; Potency, µM (top dose mostly 76.6 µM), for the others: at the top dose activity change, negative = inhibition, actives largely listed as inhibitors; hit rate 0.093% among 390,000; AID 602179; further: potency means the concentration at half of the fitted maximal effect; on the % scale 0 is the no-effect control and ±100 the full control effect; nearly all actives have a fitted effect of over 65% in size
#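 IDH1-R132H (0.5 ug/mL dispensed) in pH 7.5 Tris buffer was preincubated 30 min with compound, then given a substrate mix of 0.016 mM NADPH and 2 mM alpha-KG for 80 min at room temperature; remaining NADPH was read by diaphorase/resazurin fluorescence.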
# D2 agonist = D2 dopamine receptor (human) agonism | P14416 | HEK293 T-REx D2 cells, calcium flux agonist mode | activation, % at 2 µM | hit rate 0.53% among 340,000 | AID 485358;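 active means activation over 3 SD above normal in the single-dose calcium agonist read, cut at about 30% in these data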; further: 0% is about no effect
# Target sequence (P14416 whole entry, looked up): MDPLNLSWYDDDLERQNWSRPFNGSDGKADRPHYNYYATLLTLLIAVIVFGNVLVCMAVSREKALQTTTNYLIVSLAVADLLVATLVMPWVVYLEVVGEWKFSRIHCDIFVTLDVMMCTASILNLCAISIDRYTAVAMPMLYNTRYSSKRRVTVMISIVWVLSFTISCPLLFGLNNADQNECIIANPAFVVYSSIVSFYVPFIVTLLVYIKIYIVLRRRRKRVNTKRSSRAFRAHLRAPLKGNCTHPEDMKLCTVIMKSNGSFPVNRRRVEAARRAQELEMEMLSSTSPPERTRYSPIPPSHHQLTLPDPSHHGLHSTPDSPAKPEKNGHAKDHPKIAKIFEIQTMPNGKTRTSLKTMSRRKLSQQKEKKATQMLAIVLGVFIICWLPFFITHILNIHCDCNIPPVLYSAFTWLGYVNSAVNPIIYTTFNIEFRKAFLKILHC
#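 Tetracycline-induced HEK293 T-REx cells with force-coupled D2 receptor, plated overnight at 30 C, loaded with no-wash calcium dye. After a 10 s baseline, compound was pin-added and calcium flux read kinetically for 180 s; calcium rises flagged agonists.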
# rTrxR1 inhibitor = rat TrxR1 inhibition; hit rate 1% among 390,000; recombinant rTrxR1, NADPH fluorescence consumption, selenite substrate; Potency, µM (titrated, usually from 114 µM), for inactives: at the highest dose activity change, negative = inhibition, hits mostly inhibitors; further: potency means the concentration at half of the fitted maximal effect; on the % scale 0 is the no-effect control and ±100 the full control effect; nearly all actives have a fitted effect of over 65% in size
#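 Rat TrxR1 (90 nM in the dispensed reagent) was pre-reduced with 400 uM NADPH for 5 min at room temperature, then incubated with compound for 15 min. After 400 uM selenite was added, NADPH fluorescence (Ex 340/Em 450 nm) was followed for 8 min.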
# D2 antag = D2 dopamine receptor (human) antagonism. P14416. HEK293 TREx D2 cells, calcium flux, dopamine EC80. inhibition, % at 10 µM. hit rate 2% among 340,000; in the data active means inhibition above about 30%; further: 0% is about no effect
#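 Overnight-induced (tetracycline, 30 C) HEK293 T-REx cells carrying force-coupled D2 receive a no-wash calcium dye, then compound, then EC80 dopamine at 180 s; signals are read kinetically throughout.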
# USP1-UAF1 inh = USP1/UAF1 (human) deubiquitinase inhibition; O94782; recombinant USP1/UAF1, Ub-Rhodamine cleavage fluorescence; Potency, µM (highest dose often 57.1 µM), for the others: at the highest dose activity change, negative = inhibition, hits mostly inhibitors; hit rate 0.23% among 390,000; AID 743255; further: potency means the concentration at half of the fitted maximal effect; on the % scale 0 is the no-effect control and ±100 the full control effect; nearly all actives have a fitted effect of over 60% in size; inactives centre near -12
#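 USP1/UAF1 complex (1 nM) preincubated 15 min at room temperature with compound, then Ub-Rho substrate (150 nM final) added. Kinetic fluorescence at 480/540 nm over 6 reads at 60 s intervals; 50 mM HEPES pH 7.8, 0.5 mM EDTA, 0.1 mg/ml BSA, 1 mM TCEP, 0.01% Tween-20.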
# TRHR PAM = allosterically enhances the human TRH receptor | TRHR cells, fluo-8 calcium fluorescence, EC20 TRH enhancement | enhancement, % at 2 µM | hit rate 0.66% among 360,000; in the data active means enhancement above about 30%; further: 0% is about no effect
# Target sequence (P34981 whole entry, looked up): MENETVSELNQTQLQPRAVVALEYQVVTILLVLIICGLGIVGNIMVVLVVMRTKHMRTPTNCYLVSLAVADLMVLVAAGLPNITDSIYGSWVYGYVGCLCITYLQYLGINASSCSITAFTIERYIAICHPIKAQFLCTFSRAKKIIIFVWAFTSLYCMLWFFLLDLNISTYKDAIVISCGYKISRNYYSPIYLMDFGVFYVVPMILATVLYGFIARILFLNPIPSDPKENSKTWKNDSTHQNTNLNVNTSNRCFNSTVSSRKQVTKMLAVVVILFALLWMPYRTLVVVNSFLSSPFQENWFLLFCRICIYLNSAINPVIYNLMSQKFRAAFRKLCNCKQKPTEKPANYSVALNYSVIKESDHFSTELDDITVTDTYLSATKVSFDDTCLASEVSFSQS
#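 TRHR-expressing cells loaded with fluo-8 calcium dye were read kinetically (ex 480/em 530) during compound addition, then stimulated with an EC20 of TRH (10 nM final). Enhancement of the Gq-mediated intracellular calcium response was scored.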
# TrxR1 substrate = rat thioredoxin reductase 1 substrate activity; O89049; purified TrxR1 substrate turnover, NADPH consumption readout; Potency, µM (doses to about 114 µM), without a hit: at the top dose activity change, negative = substrate turnover; hit rate 0.01% among 390,000; AID 588456; further: potency means the concentration at half of the fitted maximal effect; on the % scale 0 is the no-effect control and ±100 the full control effect; nearly all actives have a fitted effect of over 50% in size
#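 Rat TrxR1, dispensed at 90 nM, was prereduced with 400 uM NADPH (final) for 5 min at ~22 deg C, then incubated with compound 15 min before 400 uM selenite. A first-read NADPH fluorescence drop versus no-compound background flagged substrates.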
# Pin1 inhibitor = inhibitors of human Pin1; Pin1 FP peptide displacement, HiFluor488, 10 min; Potency, µM (top dose mostly 115 µM), inactives show at the top dose activity, negative = inhibition, usual class: inhibitors; Q13526; hit rate 0.009% among 390,000; active means well fitted inhibition curve with a large enough effect in the polarisation, with a control signal flat, not every such curve was filed as active; inconclusive means small, poorly fitted or top-dose-only effect, or effect the other way, or a change in a side signal; inactive means no such curve, though single readings can be large or run the other way; the % refers to the polarisation; further: potency means the concentration at half of the fitted maximal effect; on the % scale 0 is the no-effect control and ±100 the full control effect
# Target sequence (Q13526 whole entry, looked up): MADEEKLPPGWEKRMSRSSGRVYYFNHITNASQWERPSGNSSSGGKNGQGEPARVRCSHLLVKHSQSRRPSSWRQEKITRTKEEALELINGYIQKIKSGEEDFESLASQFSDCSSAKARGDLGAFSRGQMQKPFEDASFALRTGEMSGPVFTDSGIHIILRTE
# TRHR ag = activates the human TRH receptor | P34981 | TRHR cells, calcium flux fluo-8, FDSS agonist mode | activation, % at 2 µM | hit rate 0.18% among 360,000 | AID 493084; in the data active means activation above about 30%; further: 0% is about no effect
#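 TRHR-expressing cells loaded with fluo-8 calcium dye; 23 nL library compound pin-transferred, kinetic FDSS fluorescence (Ex 480/Em 530) recorded about 180 s for agonist-induced calcium release, before a 10 nM TRH EC20 addition for potentiator mode.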
# * marks the source's active call; other numbers are inactive results; ? = inconclusive; . = no result given; [ ] = remark or other dose. Unless noted, the call rests on the fitted dose curve; in most records, active means well fitted inhibition curve with a large enough effect; inconclusive means small, poorly fitted or top-dose-only effect; inactive means no such curve, though single readings can be large or run the other way. The list is partial. The share of hits here may be higher or lower than overall.
# The line under a structure holds: TrxR1 substrate, USP1-UAF1 inh, rTrxR1 inhibitor, TRHR ag, D2 agonist, IDH1 R132H inh, TRHR PAM, Pin1 inhibitor, D2 antag
[1] COc1cc2c(cc1OC)C(c1cccs1)N(C(=O)c1ccc(S(=O)(=O)N(C)C)cc1)CC2 (centres undefined)
    0%, -18%, 25%, 0.3, 0.0, -2%, -23, 22%, -8
[2] CC(C)c1ccc(NC(=O)CCNS(=O)(=O)c2ccc3c(c2)oc(=O)n3C)cc1
    2%, -15%, 10%, 0.2, -0.2, 15%, 1, 34%[activator], .
[3] COc1ccc(-c2nc3cc(NC(=S)NC(=O)Cc4ccccc4)ccc3o2)cc1
    -8%, -19%, 21%[0.0914 µM], 0.5, -2.3, 2%, 3, 2%, -3
[4] COc1ccc(Cl)cc1NC(=O)N1CCN(S(=O)(=O)c2ccc3c(ccn3C)c2)CC1
    -6%[57.1 µM], -12%, 7%[57.1 µM], 0.7, -1.0, -4%, 7, 7%, .
[5] Cc1cc(C2C(=O)c3ccccc3C2=O)c(C)c(C)c1C
    1%, -22%, 28%, 1.1, -0.3, 0%, 5, -5%, -3
[6] O=S1(=O)CCN(Cc2ccccc2C(F)(F)F)CC1
    6%, -14%, 17%, -0.4, 0.9, 4%, 1, 0%, 2
[7] O=C(N/N=C/c1ccccc1Br)C1CC1
    -15%, -10%, -16%, -0.5, 2.5, 3%, -7, -13%, 12
[8] Cc1ccc(CNC(=O)CCC2CCCN(Cc3ccc4cccc(F)c4n3)C2)o1 (centres undefined)
    -3%, -26%, -21%[57.1 µM], 1.6, 0.5, -11%, -1, 4%, 6
[9] O=C(O)CCC(=O)OCc1c(-c2ccccc2)ncc2ccccc12
    10%[57.1 µM], -36%, -3%[57.1 µM], -0.4, 0.0, -13%, -3, -4%, 4
[10] O=C(NC12CC3CC(CC(C3)C1)C2)c1cccc(OC(F)F)c1
    6%[57.1 µM], ?, 1%[57.1 µM], -0.1, -0.7, 17%, -19, 0%, -7
[11] Cc1nn2c(SCC(=O)c3cccs3)cc(C(C)(C)C)nc2c1-c1ccccc1
    8%[57.1 µM], -12%, 2%, 0.7, 0.6, 0%, -3, 4%, 13
[12] COc1cccc(NC(=O)COC(=O)CCOc2ccccc2OC)c1
    8%[57.1 µM], -18%, 18%[57.1 µM], -2.0, -0.6, 3%, -1, -2%, -15
[13] CC(Sc1nnc(COc2ccc([N+](=O)[O-])cc2)n1C)C(=O)O (centres undefined)
    2%[57.1 µM], -13%, 18%[57.1 µM], 0.4, 0.9, -1%, 9, 3%, 9
[14] CC(=O)N1CCc2c(sc3c2c(=O)n(CCc2ccccc2)c(=O)n3Cc2ccc(Cl)cc2)C1
    -3%, -26%, 25%, 1.6, 1.8, 5%, -3, ?, .
[15] C=C1CC2C(CCC3(C)C2CCC3(O)C(C)=O)C2(C)CCC(=O)C=C12 (centres undefined)
    11%[57.1 µM], -18%, -4%[57.1 µM], 0.2, 0.5, 22µM*, -8, -2%, 12
[16] Cc1nc2cc(-c3ccccc3)nn2c(C)c1CCC(=O)NCCc1ccccc1
    74%[activator], -11%, 26%, -0.1, 0.1, 14%, -2, -1%, .
[17] CCOC(=O)n1c(=O)oc2ccccc21
    -1%, -6%, 6%, -0.5, -1.4, 1%, 4, -7%, -18
[18] COCCCn1c(C)cc(C(=O)CN2c3cccc4cccc(c34)S2(=O)=O)c1C
    7%, -17%, -11%, 0.1, 9.6, -10%, 3, 20%, 13
[19] CC(NC(=O)c1cc(-c2ccc3c(c2)OCO3)nc2ccccc12)C(C)(C)C (centres undefined)
    97%[activator], -14%, 26%, -0.5, 0.2, 10%, 2, -3%, -7
[20] CCOC(=O)NN1C(=O)c2ccccc2NC1c1ccccn1 (centres undefined)
    60%[activator], -15%, 16%, -0.2, 1.1, 13%, -3, 0%, 38*

# The line under a structure holds: TrxR1 substrate, USP1-UAF1 inh, rTrxR1 inhibitor, TRHR ag, D2 agonist, IDH1 R132H inh, TRHR PAM, Pin1 inhibitor, D2 antag
[21] COc1cc(-c2cc3n(C)c(C)c(CCC(=O)NCc4ccccc4)c(=O)n3n2)cc(OC)c1OC
    2%[57.1 µM], -23%, 21%[57.1 µM], 0.2, ., 3%, -3, 2%, .
[22] Cc1cc([N+](=O)[O-])nn1CC(=O)NCCc1c[nH]c2ccccc12
    -3%, -22%, 4%[57.1 µM], 0.4, 0.8, 5%, -5, 1%, -2
[23] CC(SC1CCCC1)C(=O)Nc1ccnn1C(C)C (centres undefined)
    1%[0.457 µM], -17%, 22%, -0.2, 0.5, -1%, 5, 4%, 10
[24] O=C(CSc1nc2c(c(=O)[nH]1)CCCC2)Nc1ccc(Br)cc1
    5%, -16%, 14%, -0.6, -0.5, ., 6, 1%, .
[25] CN(CC(=O)Nc1cccc(F)c1)C(=O)CN1C(=O)C2CC=CCC2C1=O (centres undefined)
    -3%, -22%, 8%, 0.0, 0.5, 6%, 0, -3%, -7
[26] O=C(OCC(=O)N1CCCCCC1)c1ccc(Cl)c(S(=O)(=O)N2CCCC2)c1
    4%[57.1 µM], 5%, 13%[57.1 µM], -1.6, 1.0, -5%, -3, -4%, 11
[27] Cc1cc(C)n2c(nc3ccccc32)c1C(=O)NN
    66%[activator], -11%, 32%, -0.4, -0.8, 3%, -3, 3%, -20
[28] COc1cc(CCC(=O)N2CCN(c3ncccn3)CC2)cc(OC)c1OC
    0%[57.1 µM], -11%, -1%[57.1 µM], 0.7, 1.1, 7%, 0, -2%, -14
[29] O=C(CSc1ccccc1)NCCCc1ccccc1
    -2%, -12%, 7%, -1.0, -1.6, 0%, 2, -6%, 24
[30] OCCNc1nc2nonc2nc1NCCO
    -5%, -11%, 16%, -0.2, 2.2, -2%, -2, 0%, -3
[31] COc1cc(C=NO)nc(-c2ccccn2)c1
    -6%, -12%, -4%, ., ., 1%, ., 0%, .
[32] Cn1c(SCC(=O)NCC2CCCO2)ncc(C(=O)Nc2ccccc2)c1=O (centres undefined)
    -12%, -8%, -21%, 1.0, 0.8, 8%, -3, 1%, -2
[33] COCCn1c(-c2ccccc2F)n[nH]c1=S
    -5%, -7%, ?, 0.0, -2.4, 2%, 7, -3%, -17
[34] COc1ccc(NS(=O)(=O)c2cc(NC(=O)COc3ccccc3F)ccc2OC)cc1
    -3%, -5%, 8%, 0.2, 0.0, 16%, -2, 3%, -11
[35] N#Cc1cncc(C#Cc2ccccc2)c1
    2%[11.4 µM], -22%, 4%[11.4 µM], -2.1, ., -5%, 8, -6%, .
[36] O=C(O)c1ccccc1-c1ccccc1C(=O)Nc1ccc(F)cc1
    11%[57.1 µM], -2%, 16%[57.1 µM], 1.7, 1.8, -1%, 0, -8%, 10
[37] CCOC(=O)C1=CN(Cc2cccc(F)c2)S(=O)(=O)N(CC)C1c1ccc2ccccc2c1 (centres undefined)
    0%, -14%, 27%, ., ., -6%, ., 0%, .
[38] CCCOc1ccc(C(=O)CCC(=O)OCC(=O)N(C)c2c(N)n(Cc3ccccc3)c(=O)[nH]c2=O)cc1
    -8%, -19%, -11%, 0.1, 1.0, 3%, 0, 9%, 9
[39] COc1ccc(OC)c(N/C=C/C(=O)c2ccc(OC)c(OC)c2)c1
    -4%[57.1 µM], -11%, 11%[57.1 µM], 2.4, -1.6, 4%, 12, ?, 2
[40] CN(C)c1ccc(CNc2ncnc3sccc23)cc1
    -3%, -7%, -4%, -1.6, -1.9, -1%, 6, 0%, 4

# An excerpt from above in order of molecular weight, largest number first:
# The line under a structure holds: TrxR1 substrate, USP1-UAF1 inh, rTrxR1 inhibitor, TRHR ag, D2 agonist, IDH1 R132H inh, TRHR PAM, Pin1 inhibitor, D2 antag
[37] CCOC(=O)C1=CN(Cc2cccc(F)c2)S(=O)(=O)N(CC)C1c1ccc2ccccc2c1 (centres undefined)
    0%, -14%, 27%, ., ., -6%, ., 0%, .
[26] O=C(OCC(=O)N1CCCCCC1)c1ccc(Cl)c(S(=O)(=O)N2CCCC2)c1
    4%[57.1 µM], 5%, 13%[57.1 µM], -1.6, 1.0, -5%, -3, -4%, 11
[3] COc1ccc(-c2nc3cc(NC(=S)NC(=O)Cc4ccccc4)ccc3o2)cc1
    -8%, -19%, 21%[0.0914 µM], 0.5, -2.3, 2%, 3, 2%, -3
[8] Cc1ccc(CNC(=O)CCC2CCCN(Cc3ccc4cccc(F)c4n3)C2)o1 (centres undefined)
    -3%, -26%, -21%[57.1 µM], 1.6, 0.5, -11%, -1, 4%, 6
[16] Cc1nc2cc(-c3ccccc3)nn2c(C)c1CCC(=O)NCCc1ccccc1
    74%[activator], -11%, 26%, -0.1, 0.1, 14%, -2, -1%, .
[19] CC(NC(=O)c1cc(-c2ccc3c(c2)OCO3)nc2ccccc12)C(C)(C)C (centres undefined)
    97%[activator], -14%, 26%, -0.5, 0.2, 10%, 2, -3%, -7
[12] COc1cccc(NC(=O)COC(=O)CCOc2ccccc2OC)c1
    8%[57.1 µM], -18%, 18%[57.1 µM], -2.0, -0.6, 3%, -1, -2%, -15
[9] O=C(O)CCC(=O)OCc1c(-c2ccccc2)ncc2ccccc12
    10%[57.1 µM], -36%, -3%[57.1 µM], -0.4, 0.0, -13%, -3, -4%, 4
[22] Cc1cc([N+](=O)[O-])nn1CC(=O)NCCc1c[nH]c2ccccc12
    -3%, -22%, 4%[57.1 µM], 0.4, 0.8, 5%, -5, 1%, -2
[40] CN(C)c1ccc(CNc2ncnc3sccc23)cc1
    -3%, -7%, -4%, -1.6, -1.9, -1%, 6, 0%, 4
[30] OCCNc1nc2nonc2nc1NCCO
    -5%, -11%, 16%, -0.2, 2.2, -2%, -2, 0%, -3
[17] CCOC(=O)n1c(=O)oc2ccccc21
    -1%, -6%, 6%, -0.5, -1.4, 1%, 4, -7%, -18
[35] N#Cc1cncc(C#Cc2ccccc2)c1
    2%[11.4 µM], -22%, 4%[11.4 µM], -2.1, ., -5%, 8, -6%, .
